Source: PubChem
NTMT1 inhibitor – inhibitors of human N-terminal methyltransferase NTMT1; Q9BV86; NTMT1 MTase-Glo SAH luminescence, purified enzyme; Potency, µM (top dose mostly 114 µM), for inactives: top-dose activity change, negative = inhibition, actives largely listed as inhibitors; 2.5% of 59,000 active; AID 1645870; active = well fitted inhibition curve with a large enough effect; inconclusive = small, poorly fitted or top-dose-only effect;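 note: plate controls were DMSO vehicle for no effect and no enzyme for full effect; nearly all actives have a fitted effect of over 65% in size; many of its hits are not listed in these tables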
Target sequence (Q9BV86 whole entry, looked up): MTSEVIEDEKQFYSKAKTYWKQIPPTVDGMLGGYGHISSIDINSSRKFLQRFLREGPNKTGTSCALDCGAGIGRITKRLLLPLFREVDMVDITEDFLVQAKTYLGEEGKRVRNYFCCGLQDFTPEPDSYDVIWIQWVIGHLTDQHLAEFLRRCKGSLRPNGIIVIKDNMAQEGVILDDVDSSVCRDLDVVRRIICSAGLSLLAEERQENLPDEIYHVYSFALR
* = called active by the depositor; ? = inconclusive; & = joins results of further samples; [ ] = remark or other dose. Potency is the fitted concentration of half-maximal effect. This is a subset. The share of hits here may be higher or lower than overall.

SMILES	NTMT1 inhibitor
CC(=O)NC(c1ccco1)c1cc(Cl)c2ccc(N(C)C)nc2c1O (stereo not given)	-3%
C#CCOc1ccc(-c2no[n+]([O-])c2C#N)cc1	-4%[57.5 µM]
CCOC(=O)CCNc1cc(N2CCc3ccccc3CC2)nc(-c2ccccn2)n1	12%
Cc1ccc(Nc2nc(-c3ccncc3)nc3ccccc23)cc1F	-5%
CC(C)(C)OC(=O)n1c2ccsc2c2cnn(Cc3ccccc3F)c(=O)c21	-15%
CCOc1ccc(CCNC(=O)c2cc3c(s2)CCC3)cc1OCC	9%
COc1ccc(Cl)cc1C(=O)Nc1nc(-c2ccccc2)cs1	6%[57.5 µM]
CN1C(=O)[C@@H](NC(=O)c2n[nH]c(Cc3ccccc3)n2)COc2ccccc21	19%
N#Cc1nc(NCCCO)nc(Nc2ccccc2)n1	8%
O=C(c1ccccc1O)N(Cc1ccco1)Cc1cccs1	0%
O=C1CC(c2c[nH]c3ccc(F)cc23)C(=O)N1 (stereo not given)	7%
CC(C)CN1CC2=C(C1=O)C(c1ccccc1Cl)N=C(Nc1nc3ccccc3o1)N2 (stereo not given)	-18%
Oc1ccc(CNc2cc(Br)ccn2)c2cccnc12	0%
O=[S+]([O-])(c1ccc2ncsc2c1)N1CCN([S+](=O)([O-])c2c(F)cccc2F)CC1	0%[57.5 µM]
COc1cccc(CNc2ccc(S(=O)(=O)Nc3ccc(-c4ccccc4)cc3)cc2)c1O	-3%
NC(=O)c1cnc(N[C@@H]2CCCC[C@@H]2N)nc1Nc1cccc(-n2nccn2)c1	?
Cc1cc(NCc2ccc(-c3cccnc3)cc2)nc(-c2ccccc2C(C)C)n1	9%[57.5 µM]
CN(C)CCN1C(=O)c2cccc3cc(NC(N)=O)cc(c23)C1=O	7%
c1ccc(-c2nc(NCc3ccc(-c4cccnc4)cc3)c3ccccc3n2)cc1	2%[57.5 µM]
NC1=N[C@@]2(c3cc(NC(=O)c4ccc(F)cn4)ccc3F)COC[C@H]2CS1	8%
Cc1ccc(NS(=O)(=O)c2cc3c(cc2Cl)CCC(=O)N3)cc1C	9%&3%[57.5 µM]
O=C(Nc1cncc(-c2cccnc2)c1)c1cccs1	-2%
COc1ccc(C(=O)Nc2nnc(-c3ccco3)o2)cc1OC	7%
Cc1cc(C)nc(NC(=S)N2CCN(c3ccc([N+](=O)[O-])cc3Cl)CC2)c1	28µM*
COc1cccc(C2c3c(ncn(-c4ccc(C#N)cc4)c3=N)Oc3ccc4ccccc4c32)c1 (stereo not given)	6%
O=C(Nc1ccccc1)C1CCN(c2ncc(-c3ccc4c(c3)OCCCO4)s2)CC1	21%[379 µM]
c1csc(CNc2ccc(N3CCOCC3)cc2)c1	?
COCCNc1cc2c(cc1[S+](=O)([O-])Nc1ccc(C)c(C)c1)CCC(=O)N2	-2%
Cc1ccc(OCCn2c(CCNC(=O)c3cccc4[nH]ccc34)nc3ccccc32)cc1	5%
S=C(NCCCc1cnc[nH]1)NCCCN(Cc1ccc(Cl)cc1)c1ccc(Br)cn1	-2%
CS(=O)(=O)c1cccc(-c2csc(N3CCC(C(N)=O)CC3)n2)c1	-11%
Cc1cc(C)nc(NC(=S)N2CCN(Cc3cccc4ccccc34)CC2)c1	?
N#CN1CCC(NS(=O)(=O)c2cccc(F)c2)C1 (stereo not given)	1%[57.5 µM]
COc1ccc([C@H]2[C@H](c3ccccc3)C(=O)N2Cc2ccccc2)cc1COc1ccc(NC(C)=O)cc1	1%[57.5 µM]
O=C1CCCC2=C1[C@@]1(CCC(c3ccccc3)C1)N=C(Nc1nc3ccccc3o1)N2 (stereo not given in full)	-3%
N#Cc1nc(Nc2cccc3ccccc23)nc(NC2CCCC2)n1	5%
O=C(NCc1ccccc1)Nc1ncnc2c1C(c1ccccc1)c1c(ccc3ccccc13)O2 (stereo not given)	19%
O=c1[nH]c(CCl)nc2sc3c(c12)CCC3	-3%
COc1ccc(N2CCN(C(=S)Nc3cc(C)ccn3)CC2)cc1	50µM*
COc1ccc(-c2nnc3n2N=C(c2ccc(OC)cc2OC)CS3)cc1	9%

Arranged by count of non-hydrogen atoms (ascending): 3 of the compounds above
SMILES	NTMT1 inhibitor
COc1ccc(N2CCN(C(=S)Nc3cc(C)ccn3)CC2)cc1	50µM*
O=C1CCCC2=C1[C@@]1(CCC(c3ccccc3)C1)N=C(Nc1nc3ccccc3o1)N2 (stereo not given in full)	-3%
O=C(NCc1ccccc1)Nc1ncnc2c1C(c1ccccc1)c1c(ccc3ccccc13)O2 (stereo not given)	19%

The results go on.
SMILES	NTMT1 inhibitor
CC[C@H](NC(=O)[C@H](C)NC)C(=O)N1C[C@@H](O)C[C@H]1Cc1c(-c2[nH]c3cc(F)ccc3c2C[C@@H]2C[C@H](O)CN2C(=O)[C@H](CC)NC(=O)[C@H](C)NC)[nH]c2cc(F)ccc12	-9%
COc1ccc(-n2cnc3c(c2=N)C(c2cccc(OC)c2)c2c(ccc4ccccc24)O3)cc1 (stereo not given)	-4%[57.5 µM]
Cc1c(C(N)=O)[nH]c2c1C(=O)CC(c1ccco1)C2 (stereo not given)	?
COc1ccc(C2Nc3ccccc3C(=O)N2Cc2cccc(OC)c2OC)cc1COc1c(C)cc(NC(C)=O)cc1C (stereo not given)	-1%
CCCNC(=O)[C@H]1O[C@@H]1C(=O)N[C@H](C(=O)N1CCC[C@H]1C(=O)OC)C(C)CC (stereo not given in full)	4%
Oc1cc(NCc2ccc(Cl)cc2)cc2cccnc12	18%
COc1cccc(C2c3c(ncn(-c4ccc(-c5ccccc5)cc4)c3=N)Oc3ccc4ccccc4c32)c1 (stereo not given)	7%[57.5 µM]
Cc1cc2c(s1)c1cnn(Cc3cccc(Br)c3)c(=O)c1n2C	?
CC(=O)Nc1sc2c(c1-c1ccc(C#N)cc1)CCNC2	-3%
COCOC1CCC(C(=O)Nc2ccc([S+](=O)([O-])Nc3nccs3)cc2)CC1 (stereo not given)	15%
Cc1[nH]c(/C=C2\C(=O)Nc3ccc(S(=O)(=O)Cc4c(Cl)cccc4Cl)cc32)c(C)c1C(=O)N1CCC[C@@H]1CN1CCCC1	11µM*
Cc1ccc(-c2cnn(CC(=O)NCCc3ccccc3)c(=O)c2)cc1	3%
NC(=O)c1ccccc1C[C@H](C(=O)O)N1C(=O)c2ccc(C(=O)O)cc2C1=O	7%
N#Cc1c(-c2ccc(Br)cc2)no[n+]1[O-]	1%
CC(C)(C)OC(=O)N1CCN(c2cnc(NCc3ccc(-c4ccc(C#N)cc4)o3)nc2)CC1	2%
Cn1c2cc(Br)sc2c2cnn(Cc3c(F)cccc3F)c(=O)c21	?
CC(=O)Nc1sc2c(c1-c1nc3ccccc3s1)CN(C1COC1)C2	-14%
NC(=O)c1cccc(-c2noc(-c3ccccc3C(F)(F)F)n2)c1	6%
CCc1ccccc1C(=O)N1CCc2cc(-c3nc(NC(=O)Cc4ccc5c(c4)OCO5)sc3C)ccc21	26%
CCOC(=O)c1c(-c2ccc(OC)cc2)csc1NC(=O)C1CCCO1 (stereo not given)	-7%
Cc1cc2c(s1)c1cnn(Cc3ccc(C(=O)O)cc3)c(=O)c1n2C	5%
O=c1[nH]nc2c3c(cccc13)NC(CN1Cc3ccccc3C1)=N2	22%
C=C1C(=O)OC2/C=C(/C)CC/C=C(/C)CCC12 (stereo not given)	9%
Cc1cc2c(s1)c1cnn(Cc3ccc(C(F)(F)F)cc3)c(=O)c1n2C	5%[57.5 µM]
Cc1ccc(NS(=O)(=O)c2ccc3c(c2)N(C)CCO3)cc1C	16%
Cn1nnnc1Sc1ncnc2scc(-c3ccc([N+](=O)[O-])cc3)c12	-2%[57.5 µM]
Cc1ccnc(NC(=S)N2CCN(c3ccc(Br)cc3)CC2)c1	?
CS[C@H]1SC[C@@H]2C(=O)N(C)[C@H](C(C)C)C(=O)OC[C@H](NC(=O)c3cnc4ccccc4n3)C(=O)N[C@H](C)C(=O)N(C)[C@H]1C(=O)N(C)[C@H](C(C)C)C(=O)OC[C@H](NC(=O)c1cnc3ccccc3n1)C(=O)N[C@H](C)C(=O)N2C	-2%
Cc1c(NC(=O)c2cc(C(N)=O)nc3cc(F)ccc23)c(C(F)(F)F)nn1Cc1ccc(C(C)(C)C)cc1	0%
CCOc1ccccc1-c1nnc2n1N=C(c1ccc(OC)c(OC)c1)CS2	?
Cc1cccc(C[C@H](C(=O)O)N2C(=O)c3ccc(C(=O)O)cc3C2=O)c1	18%
Cc1ccc(-c2ccc(C)cn2)nc1	-18%
Fc1ccc(-c2ccc(Nc3nc(-c4ccncc4)nc4ccccc34)cc2F)cc1	-19%
CCCCc1nnc(-c2cnn(C)c2N)n1CCCn1ccnc1	1%[57.5 µM]
Cc1cc(C)nc(NC(=S)N2CCN(c3ccc(NS(C)(=O)=O)nn3)CC2)c1	-26%[57.5 µM]
Cc1cccc(C(=O)NC2CCN(C#N)CC2)c1	15%
O=C(Nc1ncc(Cc2ccc(C(F)(F)F)cc2)s1)c1cnc(-c2ccccc2)o1	1%[57.5 µM]
CCOC(=O)CC(=O)Nc1ncnc2c1C(c1ccccc1)c1c(ccc3ccccc13)O2 (stereo not given)	-1%
FC(F)(F)c1cc(-c2ccc(CNc3nc(-c4ccncc4)nc4ccccc34)cc2)ccn1	5%[57.5 µM]
Cc1ccc(S(=O)(=O)Nc2cc(C)ccc2C(=O)Nc2nc(-c3ccccc3)cs2)cc1	-7%

Single entries from the entries so far:
Under NTMT1 inhibitor, CCOc1ccc(CCNC(=O)c2cc3c(s2)CCC3)cc1OCC has 9%
Under NTMT1 inhibitor, NC1=N[C@@]2(c3cc(NC(=O)c4ccc(F)cn4)ccc3F)COC[C@H]2CS1 has 8%
Under NTMT1 inhibitor, COCCNc1cc2c(cc1[S+](=O)([O-])Nc1ccc(C)c(C)c1)CCC(=O)N2 has -2%
Under NTMT1 inhibitor, CCCCc1nnc(-c2cnn(C)c2N)n1CCCn1ccnc1 has 1%[57.5 µM]
Under NTMT1 inhibitor, Cc1cccc(C[C@H](C(=O)O)N2C(=O)c3ccc(C(=O)O)cc3C2=O)c1 has 18%

The listing picks up with the four entries that preceded the break.
SMILES	NTMT1 inhibitor
O=C(Nc1ncc(Cc2ccc(C(F)(F)F)cc2)s1)c1cnc(-c2ccccc2)o1	1%[57.5 µM]
CCOC(=O)CC(=O)Nc1ncnc2c1C(c1ccccc1)c1c(ccc3ccccc13)O2 (stereo not given)	-1%
FC(F)(F)c1cc(-c2ccc(CNc3nc(-c4ccncc4)nc4ccccc34)cc2)ccn1	5%[57.5 µM]
Cc1ccc(S(=O)(=O)Nc2cc(C)ccc2C(=O)Nc2nc(-c3ccccc3)cs2)cc1	-7%
C/C(=N\NC(=S)N1CCC1)c1ccccn1	-6%
O=C(CNC(=O)c1ccccc1)OC(C(=O)Nc1cc([N+](=O)[O-])ccc1F)c1ccccc1 (stereo not given)	9%
CCCCn1cnc2cc(C(=O)N3CCCCC3)ccc21	15%
C/C=C/C[C@@H](C)C(=O)[C@H]1C(=O)N[C@@H](C(C)C)C(=O)N(C)CC(=O)N(C)[C@@H](CC(C)C)C(=O)N[C@@H](C(C)C)C(=O)N(C)[C@@H](CC(C)C)C(=O)N[C@@H](C)C(=O)N[C@H](C)C(=O)N(C)[C@@H](CC(C)C)C(=O)N(C)[C@@H](CC(C)C)C(=O)N(C)[C@@H](C(C)C)C(=O)N1C	0%[57.5 µM]
CC(=O)NC(c1cc(Cl)c2ccccc2c1O)C(C)C (stereo not given)	-15%
COC/C=C/c1cc(F)c(S(=O)(=O)N2CCN(S(=O)(=O)c3ccc4c(c3)OCCO4)CC2)cc1F	12%
COc1cc(O)c(C(CC(=O)N2CCCC(C(=O)c3ccccc3)C2)c2ccc3c(c2)OCO3)c(OC)c1 (stereo not given)	8%[228 µM]
COc1cccc(-c2csc3ncnc(Sc4nnnn4C)c23)c1	-10%[57.5 µM]
O=C(Cn1ncccc1=O)NCCc1ccccc1	-1%
COc1ccc(-n2c(C)c(C(C)=O)c3cc(O)ccc32)cc1	-2%[228 µM]
NC(=O)C1CCN(c2ncc(-c3ccc(Cl)cc3)s2)CC1	4%
CC(C)N1CCc2c(sc(NC(=O)Cc3ccccc3)c2-c2nc3ccccc3s2)C1	-4%
Cc1ccc(-c2nn3c(C)nnc3s2)cc1NC(=O)c1ccc(-c2cccc(Cl)c2)o1	11%&16%
Cn1c2cc(S(C)(=O)=O)sc2c2cnn(Cc3ccccc3F)c(=O)c21	1%[57.5 µM]
Cn1c2cc(B(O)O)sc2c2cnn(Cc3c(F)cccc3Cl)c(=O)c21	-7%
O=C(O)c1ccc(CSc2nnc(-c3cccc(S(=O)(=O)NC4CCCC4)c3)n2-c2ccc(F)cc2)cc1	17%
COc1cccc(CNc2ccc(S(=O)(=O)Nc3ccc(C)nc3)cc2)c1O	6%
O=C(O)c1ccc(-c2ccc3ncnc(NCc4nccs4)c3c2)o1	0%[57.5 µM]
Cc1cccc2c1NC(=O)/C2=C/c1cc(Cl)c(O)c(Cl)c1	?
COC(=O)c1ccc(O)c2ncc(NC3CCNCC3)cc12	-1%
COc1cc2nc(N3CCCCC3)nc(NC3CCN(Cc4ccccc4)CC3)c2cc1OC	45µM*
COc1ccc2c(c1)C(c1ccc(F)cc1)=C(CN1CCCC1)CO2	6%
Cc1ccc2nc3sc(C(=O)NC4CCCC4)cc3cc2c1	1%[57.5 µM]
O=C(Nc1nc2cc(C(F)(F)F)ccc2s1)c1ccc(-c2cccc([N+](=O)[O-])c2)o1	11%
Nc1ccc(Nc2cc(O)c3ncccc3c2)cc1	?
O=C(COC(=O)CNC(=O)c1ccccc1Cl)Nc1cc(C(F)(F)F)ccc1Cl	11%
COc1ccc(C2Nc3ccccc3C(=O)N2Cc2ccccc2)cc1COc1ccc(C)cc1 (stereo not given)	10%
Cc1cccc(CNc2ccnc(-c3cc(C(F)(F)F)cc(C(F)(F)F)c3)n2)c1	11%
Cc1ccc2oc(NC3=NC4(CCCC4)C4=C(CCCC4=O)N3)nc2c1	21%
CC(=O)Nc1sc2c(c1-c1cccc(N(C)C)c1)CCNC2	-3%
O=C(O)c1ccc(O)c2ncc(N3CCCN(CCc4ccncc4)CC3)cc12	-20%
Oc1cc(-c2ccncc2)cc2cccnc12	2%
